Assay outcomes (PubChem)
HKDC1 inh: HKDC1 hexokinase inhibitors, primary screen, biochemical, fluorescence, uHTS; hit rate 0.16% among 340,000; inhibition, % at 20 µM; Q2TB90; recombinant HKDC1, G6PDH/diaphorase resazurin coupled fluorescence;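 active = inhibition above about 35% when tested at 20 µM, limit read from the data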;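 note: plate controls were DMSO wells with enzyme for no effect and DMSO wells lacking enzyme for full effect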
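System: Recombinant HKDC1 hexokinase | Amount: HKDC1 at 5 µg/mL | Reagent: Glucose with 1 mM ATP | Doses: Single 20 µM dose | Incubation: Reaction time 90 min, room temperature, protected from light | Signal: Coupled resazurin fluorescence, excitation 525 nm, emission 613 nm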
PfGluPho inh: PfG6PD enzyme inhibitors, primary screen, biochemical, fluorescence intensity, uHTS. PfGluPho enzyme, NADPH resazurin-diaphorase fluorescence. AID 504690, 2011. inhibition, % at 20 µM. hit rate 0.78% among 350,000;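 active = inhibition reaching at least a set limit at 20 µM in the primary screen, cut at about 59% in these data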;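 note: 0% = DMSO wells with substrate and 100% = DMSO wells lacking glucose-6-phosphate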
ATG4B inhibitor: ATG4B protease inhibitors, primary screen, biochemical, fluorescence, uHTS; ATG4B cleavage of LC3-PLA2, NBD-HPC fluorescence, 1 h; inhibition, % at 8.33 µM; hit rate 0.51% among 340,000; in the data active = inhibition above about 40%
Target sequence (Q9Y4P1 whole entry, looked up): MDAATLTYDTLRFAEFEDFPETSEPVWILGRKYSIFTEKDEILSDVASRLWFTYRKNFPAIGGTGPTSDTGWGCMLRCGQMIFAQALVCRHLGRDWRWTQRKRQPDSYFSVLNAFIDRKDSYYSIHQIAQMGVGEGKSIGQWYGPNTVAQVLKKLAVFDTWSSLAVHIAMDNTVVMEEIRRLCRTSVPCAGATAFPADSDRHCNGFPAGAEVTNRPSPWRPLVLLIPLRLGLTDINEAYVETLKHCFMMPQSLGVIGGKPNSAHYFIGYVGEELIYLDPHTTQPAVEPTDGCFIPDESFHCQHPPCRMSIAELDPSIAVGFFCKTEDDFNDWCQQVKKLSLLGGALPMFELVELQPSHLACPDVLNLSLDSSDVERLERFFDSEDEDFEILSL
* hit, by the source's call; & = joins results of further samples. The list is partial; count on the stated rates, not on these rows.

HKDC1 inh,PfGluPho inh,ATG4B inhibitor,SMILES
-0.8,26.5,0.8,CC(C)(C)OC(=O)N(Cc1ccccc1)Cc1ccc(OCc2cccc(NC(=O)c3ccccc3)c2)cc1
-0.5,-3.3,-19.2,Cc1ccc(NC(=O)CS(=O)CC(=O)Nc2ccc(N3CCOCC3)cc2)cc1Cl (stereo not given)
20.5,25.1,23.5,Brc1ccc(C=Nc2ccc(Nc3ccccc3)cc2)s1
-5.4,-12.4,-17.5,CN(CC(=O)Nc1cccc(F)c1)C(=O)/C=C/c1ccc(S(=O)(=O)N2CCCCCC2)cc1
10.4,-20.2,3.3,Oc1ccc2ccccc2c1/C=C/c1ccc2c(Br)cc(Br)c(O)c2n1
-17.1,0.1,2.0,COc1cc(CCNC2=CC(=O)c3ncccc3C2=O)ccc1O
6.9,48.0,-5.4,CC(C)Cc1ccc(C(C)CC2=CCC(CN(C)C)C2=O)cc1 (stereo not given)
-5.4,-8.3,-0.8,N#CC1=CC2CN(Cc3ccccc3)C1C1C(=O)N(c3ccccc3)C(=O)C21 (stereo not given)
-0.6,28.0,3.7,COc1ccc(N)c(C)c1
-0.3,29.8,8.6,CCCCn1cnc2c(SCc3ccc(Cl)cc3)nc(N)nc21
-2.1,0.0,-2.1,Oc1[nH]c2ccccc2c1N=Nc1c(F)c(F)c(F)c(F)c1F
-1.4,2.0,-0.5,O=C1CC(c2ccccc2)=NO1
-6.7,11.9,-5.8,O=C(/C=C/c1cn(CC(O)CN2CCCCC2)c2ccccc12)c1cccs1 (stereo not given)
2.0,-7.6,-0.7,CN(C)S(=O)(=O)c1ccc(C(=O)Nc2ccc(CCC(=O)N3CCCC3)cc2)cc1
-6.2,10.4,-3.5,O=C(O)c1ccc(Cn2cnc3c(=O)[nH]cnc32)cc1
-6.6,-56.0,35.9,Cc1cc(C(=O)N/N=C/c2cc(N=Nc3ccccc3)ccc2O)n[nH]1
-5.9,47.5,10.2,Cc1cccc(NC(=O)CN2C(=O)N/C(=C/c3ccc(C)o3)C2=O)c1
-3.4,-8.6,6.0,Cc1ccc(S(=O)(=O)N2CCN(C(=O)COC(=O)/C=C/c3ccc(OC(F)F)cc3)CC2)cc1
-4.6,2.7,-9.0,COc1ccc(C(=O)NCC(C)(C)N2CCOCC2)cc1S(=O)(=O)NCc1ccc(Cl)cc1
17.3,3.5,-0.1,N/C(=N\OC(=O)Cc1ccc([N+](=O)[O-])cc1)c1ccccn1
-5.5,2.6,-8.2,COc1ccc(C(CNC(=O)c2ccc(S(=O)(=O)Nc3cccc(C)c3C)cc2)N2CCOCC2)cc1 (stereo not given)
-4.7,4.0,-6.8,CN(C(=O)c1cccc(NC(=O)Cc2cccc(NC(=O)C3CCN(C(=O)CCc4ccccc4)CC3)c2)c1)C1CC1
11.6,-11.5,1.2,N#C/C(=C/c1cccn1-c1cccc(C(=O)O)c1)c1ccc(F)cc1
-0.5,3.4,-3.5,CON=C1C=C(C)C(=O)C(C)=C1C
-0.4,129.4*,5.1,O=[N+]([O-])c1cc2no[n+]([O-])c2cc1N1CCCCC1
0.8,7.9,-2.4,COCCN(C(=O)c1cc(CN2C(=O)c3ccccc3C2=O)ccc1OC)c1c(N)n(CC(C)C)c(=O)[nH]c1=O
32.1,102.5*,31.4,O=C1C=CC(=O)c2c(O)c(N3CCN(CCO)CC3)c(Cl)c(O)c21
-2.2,30.9,-11.2,Cc1ccc(/C=C/C(=O)Nc2ccccc2C(N)=O)cc1
4.0,-1.7,-19.0,O=C(CCc1nc2ccccc2c(=O)[nH]1)NCCN1C(=O)S/C(=C\c2ccc(OC(F)F)cc2)C1=O
-5.0,-11.5,5.9,c1ccc2c(c1)nc1n2CCC1

Pulled by structure from the list above:
HKDC1 inh,PfGluPho inh,ATG4B inhibitor,SMILES
-0.3,29.8,8.6,CCCCn1cnc2c(SCc3ccc(Cl)cc3)nc(N)nc21
0.8,7.9,-2.4,COCCN(C(=O)c1cc(CN2C(=O)c3ccccc3C2=O)ccc1OC)c1c(N)n(CC(C)C)c(=O)[nH]c1=O
-5.0,-11.5,5.9,c1ccc2c(c1)nc1n2CCC1
32.1,102.5*,31.4,O=C1C=CC(=O)c2c(O)c(N3CCN(CCO)CC3)c(Cl)c(O)c21
20.5,25.1,23.5,Brc1ccc(C=Nc2ccc(Nc3ccccc3)cc2)s1
-5.4,-8.3,-0.8,N#CC1=CC2CN(Cc3ccccc3)C1C1C(=O)N(c3ccccc3)C(=O)C21 (stereo not given)

Next entries
HKDC1 inh,PfGluPho inh,ATG4B inhibitor,SMILES
14.1,-5.8,18.3,Cc1cccc(NC(=O)CN2C(=O)N/C(=C/c3cc(C)n(C)c3C)C2=O)c1
-4.6,-9.2,-3.1,COc1ccc(CCC2(C)OCC(CCCCO)O2)cc1 (stereo not given)
58.2*,116.0*,45.5*,O=C(C1=C(c2ccccc2)C(=O)c2ccccc2C1=O)c1ccccc1
4.6,-3.8,-6.6,COc1cccc(NS(=O)(=O)c2ccc3[nH]cc(C(=O)NC4CC4)c(=O)c3c2)c1
8.4,80.9*,-1.2,CC(=O)Nc1cc2c(cc1[N+](=O)[O-])-c1ccccc1C2O (stereo not given)
14.0,-7.4,-2.3,O=C(O)c1cc(N2CCCC2)ccn1
-5.3,2.3,-3.4,CCOC(=O)C1CCCN(C(=O)c2cc3ccccc3cc2OC)C1 (stereo not given)
4.3,10.9,1.2,Cc1ccc2c(c1)[nH]c1c(=O)n(CCN3CCNCC3)cnc12
-2.0,13.0,-10.1,CCCNC(=O)c1ccccc1NC(=O)c1ccccc1N(C)S(=O)(=O)c1ccc(C)cc1
-3.9,0.7,-4.6,Cc1cc(C)c(CC(=O)c2ccccc2)c(C)c1
-3.6,-15.8,2.8,CCCn1cnc2c(SCc3ccccn3)nc(N)nc21
-0.5,-25.8,13.0,O=C(O)c1cccc(NN=C2c3ccccc3-c3ccccc32)c1
-5.1,14.6,-9.6,CC1CN(Cc2ccccc2)C(=O)N(c2ccccc2)C1=O (stereo not given)
0.6,42.6,10.1,O=C1N=c2ccccc2=C1c1c(O)n(-c2cccc(F)c2)[nH]c1=O
-6.0,-8.6,-4.0,C=CC(c1ccccc1)C(C(=O)c1ccccc1)N(C)C (stereo not given)
10.9,23.7,1.7,O=C(Cn1ncc(Cl)c(Cl)c1=O)c1ccc(Cl)cc1
-3.4,5.8,-3.5,CC(=O)Nc1ccc(C=NNC(=O)C2CC2)cc1
-4.9,-13.4,2.2,c1ccc(CSc2ncnc3c2ncn3C2CCCCO2)cc1 (stereo not given)
-2.0,7.6,1.1,O=[N+]([O-])c1cccc(C=NN2CCCCCC2)c1
-4.3,-32.9,-5.6,COc1ccc(CN2C(=O)c3ccccc3C2C(=O)NC2CCCCCC2)c(OC)c1 (stereo not given)
5.4,21.0,-3.5,N#CCc1ccc(NC(=O)/C=C/c2ccc([N+](=O)[O-])o2)cc1
-6.9,-27.5,-9.3,O=C(NCCCN1CCC(Cc2ccccc2)CC1)C1CCN(S(=O)(=O)N2CCOCC2)CC1
15.0,2.8,-3.6,CC(=O)Nc1c(Cl)cc2c(c1Cl)Cc1ccccc1-2
-3.8,2.0,-4.9,CCC12C(=Nc3c(Cl)cccc31)C[C@@H]1CCN3C(=O)CCC[C@H]2[C@H]13 (stereo not given in full)
27.3,61.2*,-4.5,CC(=O)OC(C)C1C2=C(C(=O)CC1(C)O)C(=O)c1c(ccc(-c3ccc4c(c3O)C(=O)C3=C(C4=O)C(C(C)OC(C)=O)C(C)(O)CC3=O)c1O)C2=O (stereo not given)
4.0,-6.5,-4.5,O=c1cc(-c2ccccc2)[nH]n1-c1ccccc1
-1.4,-5.8,-0.2,CCS(=O)(=O)Nc1ccc(-c2cc(-c3ccccc3)c3cc(C)ccc3n2)cc1
0.0,1.3,0.8,COc1ccc(-c2nc(-c3ccc(O)cc3O)cs2)cc1OC
19.8,-7.4,10.7,Cc1ccc(-n2nnnc2CCl)cc1
-5.8,8.3,-3.9,COc1ccc(C(CNC(=O)C(C)Sc2ccccc2)N2CCOCC2)cc1 (stereo not given)
1.0,29.9,-8.8,COc1ccc(C=NNC(=S)NC23CC4CC(CC(C4)C2)C3)cc1OC
-1.6,3.2,-16.4,Cc1ccc(S(=O)(=O)N2CCOCC2)cc1NC(=O)COC(=O)c1cccc(Cl)c1Cl
16.8,-13.8,99.4*,Oc1[nH]c(=S)sc1/C=C1\C(c2ccccc2)=Nc2ccccc21
-3.3,20.8,-2.5,CC(=O)NC(=S)NNC(=O)COc1ccc(Br)cc1
-5.1,8.5,-6.8,COc1cccc(NC(=O)CN(C)C(=O)CNC(=O)c2ccc(C)s2)c1
-2.1,12.0,-0.5,Cc1ccc2c(c1)S(=O)(=O)N(C)C(c1ccccc1)=C2
3.5,4.6,3.6,CCc1c(Cl)nc(N)nc1Nc1ccccc1Cl
-6.9,9.0,-2.5,Cc1cc(N2CCOCC2)n2ncc(-c3ccccc3Cl)c2n1
-0.2&6.8,50.5&27.3,21.4&23.1,C(C#CCCCCCCCCC[n+]1ccccc1)#CCCCCCCCCC[n+]1ccccc1
-1.7,-6.2,-8.0,COc1ccc(C2(C)C(C#N)C(=O)NC(=O)C2C#N)cc1 (stereo not given)
-0.7,16.4,-1.7,O=C(CN(C(=O)c1ccccc1)C(=O)c1ccccc1)OCc1ccccc1
-3.8,12.7,-2.2,Cn1c(=O)[nH]c(N)c(Br)c1=O
0.9,-1.1,-1.7,CC(C)(C)CC(C)(C)N=C1Nc2ccccc2NC12C[C@H]1CCC(=O)N3CC[C@@H](C2)[C@@H]13 (stereo not given in full)
1.6,-30.8,6.5,O=C(Nc1ccccc1Cl)NN1CCCCCC1
-11.4,3.5,-6.6,CCc1ccc(NC(=O)N2CCN(c3ccc(F)cc3)CC2)cc1
8.0,17.7,-10.3,COc1cc(OC)c(OC)cc1/C=C1\CC(C)C/C(=C\c2cc(OC)c(OC)cc2OC)C1=O (stereo not given)
6.2,-6.3,-1.2,C=CCNC(=S)N/N=C/c1ccc(C)c([N+](=O)[O-])c1
-4.0,28.9,7.9,Cc1ccc(NC(=S)Nc2ccc(OC(F)F)c(Cl)c2)cc1Cl
-5.2,8.3,-3.4,CCCc1nnc(NC(=O)C(=O)NCCN(C)C)s1
-4.5,-6.2,-8.1,CC(NC(=S)NCCCN1CCOCC1)C1CC2CCC1C2 (stereo not given)
1.9,-1.4,-11.5,O=C(COC(=O)c1n[nH]c2ccccc12)Nc1cccc(S(=O)(=O)N2CCOCC2)c1
-5.9,1.3,-13.3,CN(C(=O)c1cccc(NC(=O)Cc2ccc(NC(=O)C3CCN(C(=O)c4ccccc4)CC3)cc2)c1)C1CCC1
3.0,6.5,11.9,CC(C)(C)S(=O)N1Cc2cc(CO)ccc2[C@@H]1CCO (stereo not given in full)
-3.0,-0.5,-4.2,O=C(c1cccc(S(=O)(=O)N2CCCC2)c1)N1CCN(S(=O)(=O)c2cccc(Cl)c2)CC1
16.1,-2.5,-6.3,COC(=O)C1C2CC3c4[nH]c5cc(OC)ccc5c4CCN3CC2CC(O)C1OC (stereo not given)
11.0,51.5,-5.1,O=c1[nH]c2cc3c(cc2cc1C(c1nnnn1C1CCCC1)N1CCCc2ccccc21)OCCO3 (stereo not given)
-2.0,9.4,-70.8,O=C(CNc1cc(S(=O)(=O)N2CCOCC2)ccc1N1CCCC1)Nc1ccc(Cl)cc1
-2.2,-3.9,1.8,Cc1ccccc1SCc1noc(C(=O)NC(C)C)c1C(=O)O
7.2,24.0,-1.2,CN1OC[C@@H]2CN(Cc3ccccc3)[C@H](c3cccc(-c4ccc(C#N)cc4)c3)C[C@@H]21
3.1,-4.0,26.8,Cc1cc(C)c2nc(Nc3nc(CSc4nc5ccccc5[nH]4)cc(=O)[nH]3)nc(C)c2c1

The listing continues.
HKDC1 inh,PfGluPho inh,ATG4B inhibitor,SMILES
-3.8,-11.6,-2.0,CC(C)(C)OC(=O)N1CCC(C(=O)Nc2ccc(C(=O)N3CCCCC3)cc2)CC1
-0.7,-1.4,1.6,CCC(C)Sc1nnc(NC(=O)c2ccco2)s1 (stereo not given)
7.7,7.0,-15.7,Cc1ccc(S(=O)(=O)N2CCN(C(=O)COC(=O)c3ccc(Cl)c(S(N)(=O)=O)c3)CC2)c(C)c1
0.9,5.4,8.8,Oc1ccc(-c2c(C3=CCCCC3)sc3ccccc23)cc1
-2.8,-5.8,7.2,COc1cccc(-c2ccc3c(c2)C2CC3CCN2C(C)=O)c1 (stereo not given)
-35.8,92.8*,-0.3,CC(=NNC(=S)N1CCN(c2ccccn2)CC1)c1nccs1
-5.9,-1.4,-25.4,CCOC(=O)C1=C(COC(=O)CNS(=O)(=O)c2c(F)cc(F)cc2Br)NC(=O)NC1C (stereo not given)
17.6,12.0,1.2,CC(=O)OC(C=C(C)C)C/C(C)=C/COc1c2ccoc2cc2oc(=O)ccc12 (stereo not given)
19.8,56.1,-4.9,O=C1c2ccccc2C(=O)c2c(/C=C/N3CCCCC3)ccnc21
0.9,8.2,-6.5,O=C(C=Cc1ccccc1)N1CCCCC1
-4.5,5.5,2.7,CNc1nc(NC)nc(NNC(=O)c2ccccc2)n1
6.7,-1.6,-0.9,O=C(C1CCN(c2nnc(N3CCCC3=O)s2)CC1)N1CCN(Cc2ccc3c(c2)OCO3)CC1
-6.4,-11.9,5.0,O=C1C[C@@H]2c3c(cccc3CN1Cc1ccc(Br)cc1)C[C@@H](O)[C@H]2O
